# Assay outcomes deposited in PubChem BioAssay by several laboratories.
# PERK inhibitor: human PERK inhibition, primary cell-based screen. 220,000 tested, 0.17% active. AID 1416. inhibition, % at 5.6 µM. Q9NZJ5. CHO PERK-DD fusion, SEAP luminescence translation reporter;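 active = inhibition above the mean inhibition of all tested compounds plus 3 SD, set separately per screening campaign, cut at about 2.9% in these data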;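 note: PERK kinase domain activated by AP20187 dimerizer at 100 nM; 0% = DMSO with dimerizer and 100% = rapamycin at 8.4 µM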
# Target sequence (Q9NZJ5 whole entry, looked up, the tested form may be a part): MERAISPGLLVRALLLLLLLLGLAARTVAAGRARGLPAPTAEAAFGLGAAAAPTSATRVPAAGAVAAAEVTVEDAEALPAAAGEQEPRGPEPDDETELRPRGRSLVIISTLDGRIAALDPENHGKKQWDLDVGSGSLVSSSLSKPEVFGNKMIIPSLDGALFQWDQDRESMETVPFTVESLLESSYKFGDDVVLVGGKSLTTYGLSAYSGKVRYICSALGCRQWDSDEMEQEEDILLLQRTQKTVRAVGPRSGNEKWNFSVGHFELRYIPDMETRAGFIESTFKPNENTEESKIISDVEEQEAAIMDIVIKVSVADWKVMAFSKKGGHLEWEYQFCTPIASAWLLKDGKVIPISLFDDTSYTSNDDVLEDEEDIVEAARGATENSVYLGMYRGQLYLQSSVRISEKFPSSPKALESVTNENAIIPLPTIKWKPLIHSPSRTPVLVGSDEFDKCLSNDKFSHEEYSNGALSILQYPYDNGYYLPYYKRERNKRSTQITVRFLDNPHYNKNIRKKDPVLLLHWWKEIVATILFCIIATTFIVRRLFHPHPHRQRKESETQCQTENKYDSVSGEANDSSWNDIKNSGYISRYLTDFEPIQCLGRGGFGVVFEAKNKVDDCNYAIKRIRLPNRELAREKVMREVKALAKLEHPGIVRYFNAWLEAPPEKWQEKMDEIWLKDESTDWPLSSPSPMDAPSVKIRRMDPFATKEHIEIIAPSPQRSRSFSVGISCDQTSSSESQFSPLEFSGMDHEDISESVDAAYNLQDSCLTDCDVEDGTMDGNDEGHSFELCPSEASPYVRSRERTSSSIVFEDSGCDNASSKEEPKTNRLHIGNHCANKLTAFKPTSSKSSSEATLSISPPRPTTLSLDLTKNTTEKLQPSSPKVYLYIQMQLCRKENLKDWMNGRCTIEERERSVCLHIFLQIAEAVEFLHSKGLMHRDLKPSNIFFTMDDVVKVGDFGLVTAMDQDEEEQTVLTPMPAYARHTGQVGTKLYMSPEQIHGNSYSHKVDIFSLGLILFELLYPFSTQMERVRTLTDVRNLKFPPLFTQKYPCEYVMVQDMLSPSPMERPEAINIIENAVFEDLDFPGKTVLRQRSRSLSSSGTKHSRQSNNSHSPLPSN
# TNF necrop inh: TNF-alpha cell death inhibition in Jurkat FADD-/- cells | activation (protection from cell death), % at 10 µM | Jurkat FADD-/- TNF necroptosis rescue, ATP luminescence, 24 h; 0 = TNF only, 100 = no-TNF cells | 220,000 tested, 0.068% active;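 active = activation, meaning protection from cell death, of at least 50% relative to plate controls; inactive = activation below 50%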;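 note: necroptosis triggered by 40 ng/mL TNF-alpha added together with compound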
# Runt-CBFb FRET: inhibitors of human RUNX1 Runt domain binding to CBFb; Cerulean-Runt/Venus-CBFb FRET ratio 530/480, 1 h; 220,000 tested, 0.46% active; Q01196+Q13951; AID 1496; inhibition, % at 20 µM;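 active = inhibition over about 50% at 20 µM in the single-dose screen, limit read from the data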;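 note: 0% = DMSO wells and 100% = excess unlabeled CBFb competitor control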
#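 System: Cerulean-labeled Runt domain protein | Quantity: 100 nM of each labeled protein | Schedule: 1 h compound exposure, room temperature | Detection: Fluorescence energy transfer, 422 nm excitation, 530/480 nm emission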
# RBBP9 inh: blocks human serine hydrolase RBBP9 | recombinant RBBP9, FP-Rh probe fluorescence polarization | inhibition, % at 7.94 µM | AID 1515 | 220,000 tested, 0.2% active;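 active = inhibition above the campaign mean of all tested compounds plus 3 SD, cut at about 14% in these data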;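 note: plate controls were DMSO wells with RBBP9 for no effect and wells lacking RBBP9 protein for full effect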
#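 system = RBBP9 protein | input = RBBP9 at 2.5 µM in dispensed solution, before mixing | measured by = fluorescence polarization (mP), excitation 525 nm, emission 598 nm | incubation = enzyme-compound preincubation 30 min, then probe labeling 45 min, 25 °C | buffer or medium = Tris-NaCl-Pluronic buffer, pH 8.0 | compound = single dose 7.94 µM | also added = FP-Rh probe, 375 nM dispensing solution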
# Runt-SMMHC FRET: inhibitors of human RUNX1 Runt domain binding to CBFb-SMMHC; Q01196+Q13951; Cerulean-Runt/Venus-CBFb-SMMHC FRET ratio 530/480, 1 h; inhibition, % at 20 µM; 220,000 tested, 0.74% active; AID 1434;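 active = mean inhibition across duplicate retests at 20 µM reaching about 50%, limit read from the data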;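 note: 0% = DMSO wells and 100% = wells with excess untagged CBFb-SMMHC; inhibitors lower the FRET ratio by blocking Runt binding to CBFb-SMMHC; some results filed as inactive read as strong as hits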
# zVAD death inh: L929 zVAD cell death inhibition | viability rescue, % at 10 µM | 220,000 tested, 0.38% active | L929 zVAD necroptosis rescue, ATP luminescence, 24 h; with zVAD 60 µM;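 active = activation, scaled between plate controls, above about 75%, limit read from the data; inactive = activation under that limit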;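 note: 0% = zVAD with DMSO and 100% = DMSO alone without zVAD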
# PGE2 EP2 inh: blocks the human prostaglandin E2 receptor EP2; P43116; C6 glioma cells expressing human EP2, cAMP TR-FRET; cells stimulated with saturating PGE2; inhibition, % at 25 µM; 260,000 tested, 0.52% active; AID 1422;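 active = percent inhibition above 40 after rounding to a whole number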;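 note: rat C6 glioma host cells with rolipram phosphodiesterase inhibitor present; the protocol text gives 20 µM as final concentration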
# EP2 modulator: modulates human prostaglandin E2 receptor EP2 signaling | EP2-expressing cells, cAMP HTRF FRET, PGE2 co-stimulation | induction, % at 25 µM | 260,000 tested, 0.83% active;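 active = compounds whose cAMP rise, as percent of the full-agonist control response, exceeds 60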;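 note: rat C6 glioma line stably carrying human EP2 under a CMV promoter; the protocol text gives 20 µM as final concentration; 100% = response of wells given 1 µM PGE2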
# Hck Nef HTS: blocks Nef-activated human Hck kinase | AID 463187 | 220,000 tested, 0.68% active | P08631 | inhibition, % at 20 µM | Recombinant Hck-YEEI plus Nef, Z-Lyte FRET kinase assay;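 active = Hck-Nef kinase inhibition above about 50%, limit read from the data; inactive = inhibition below that limit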;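 note: 0% = DMSO with Hck plus Nef and 100% = Hck alone without Nef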
# * = called active by the depositor; x = not tested or not shown.
SMILES,PERK inhibitor,TNF necrop inh,Runt-CBFb FRET,RBBP9 inh,Runt-SMMHC FRET,zVAD death inh,PGE2 EP2 inh,EP2 modulator,Hck Nef HTS
O=C1CSC(c2cn(-c3ccccc3)nc2-c2cccs2)N1Cc1ccccc1 (stereo not given),-0.4,1.2,0,3,-2,-0.6,x,44,1
O=C(CCCCCN1C(=O)c2ccccc2C1=O)Nc1ccc(F)cc1,0.0,-1.2,-1,-4,2,-0.2,9,-54,8
O=C(CNC(=O)c1cccc(Br)c1)N/N=C/c1cn[nH]c1-c1ccccc1,1.2,2.6,1,-3,0,1.0,10,-67,4
COc1ccccc1C(=O)OCC(=O)Nc1cc(S(=O)(=O)N2CCOCC2)ccc1N1CCCC1,0.1,2.6,-1,-4,3,0.1,0,-2,0
Cc1c(NS(=O)(=O)c2ccc(C(=O)NCc3ccccc3)cc2)c(=O)n(-c2ccccc2)n1C,-0.6,-0.3,-1,-5,2,2.4,13,5,4
O=C(O)C(NS(=O)(=O)c1ccc(F)cc1)c1ccccc1 (stereo not given),0.9,0.6,0,1,1,0.1,3,17,-2
CN=c1scc(-c2c[nH]c3ccccc23)n1C,0.1,1.1,0,-10,3,0.1,2,-37,27
Cc1ccc(S(=O)(=O)N2CCOCC2)cc1NC(=O)COC(=O)c1ccc2c(c1)OCCO2,0.8,1.1,3,1,-2,0.3,5,13,-15
CN1CCN(c2cc(=O)n(Cc3ccc(F)cc3)c(=O)[nH]2)CC1,0.4,1.2,0,-3,2,0.9,8,-11,0
CCOC(=O)C1=C(C)N=c2s/c(=C/c3ccccc3)c(=O)n2C1c1ccc(OC)c(OC)c1 (stereo not given),0.2,-5.4,-26,-1,-69,0.8,22,11,1
Cc1ccc(NC(=O)C(=O)NCC2OCCc3ccccc32)cc1 (stereo not given),1.5,2.4,2,-7,3,8.8,9,-16,21
CC(=O)N1CCC(N(CCN2CCOCC2)C(=S)Nc2c(C)cccc2C)CC1,1.0,1.1,0,-7,3,0.0,14,8,1
CC(C)N1CCN(Cc2nc(-c3ccccc3)cs2)CC1CCO (stereo not given),0.1,1.8,1,8,-4,-1.0,3,-15,1
COc1cc(NC(=O)C2C3C=CC(C3)C2C(=O)O)c(OC)cc1Cl (stereo not given),0.3,-0.8,17,-11,6,0.0,6,19,0
O=C(NCc1ccco1)Nc1ccc2nsnc2c1,0.4,0.0,5,-9,5,-0.6,17,-21,3
S=C1NCCOCCOCCOCCNC(=S)NCCOCCOCCOCCN1,0.9,-1.2,-2,4,-1,0.2,6,7,5
Cc1cc(C(=O)NNC(=O)Nc2ccc(Cl)cc2)no1,0.4,2.5,2,-3,1,-0.8,5,0,17
COc1cc2cc(C(=O)O)n(C)c2c(OC)c1OC,0.7,0.6,-3,-8,-2,-0.6,2,25,0
CC(C)OC(=O)C1C(=O)CC(C)(O)C(C(=O)OC(C)C)C1c1ccc([N+](=O)[O-])cc1 (stereo not given),0.6,0.3,-3,-6,-2,-0.9,4,10,19
COc1ccc(C(C(=O)NC(C)(C)C)N(Cc2ccccc2)C(=O)CCC(=O)Nc2cc(C)on2)cc1 (stereo not given),0.4,0.0,-3,-2,-1,0.8,7,47,-9

# Continued, overlapping the part above by 3 compounds.
SMILES,PERK inhibitor,TNF necrop inh,Runt-CBFb FRET,RBBP9 inh,Runt-SMMHC FRET,zVAD death inh,PGE2 EP2 inh,EP2 modulator,Hck Nef HTS
COc1cc2cc(C(=O)O)n(C)c2c(OC)c1OC,0.7,0.6,-3,-8,-2,-0.6,2,25,0
CC(C)OC(=O)C1C(=O)CC(C)(O)C(C(=O)OC(C)C)C1c1ccc([N+](=O)[O-])cc1 (stereo not given),0.6,0.3,-3,-6,-2,-0.9,4,10,19
COc1ccc(C(C(=O)NC(C)(C)C)N(Cc2ccccc2)C(=O)CCC(=O)Nc2cc(C)on2)cc1 (stereo not given),0.4,0.0,-3,-2,-1,0.8,7,47,-9
N#C/C(=C\c1ccc(Oc2ccc(C(F)(F)F)cc2[N+](=O)[O-])cc1)c1nc2ccccc2[nH]1,1.4,-8.5,-8,-7,-10,0.2,18,-27,1
COc1ccc(-n2nc3cc(C)c(NC(=O)c4cccnc4)cc3n2)cc1,-0.3,0.1,0,2,-1,-0.1,13,0,0
Cc1cccc(-n2ncc3c(NCc4cccnc4)ncnc32)c1,x,3.1,2,x,-2,-0.7,10,11,30
O=C(CC(O)(c1ccccc1)C(F)(F)C(F)F)c1cccs1 (stereo not given),0.8,-1.0,-2,-7,-4,0.4,7,17,-5
CCOCCCNCc1ccc(OCc2ccccc2Cl)cc1,-1.4,2.4,2,-3,2,-0.6,11,-31,6
CC(=O)Nc1ccc(S(=O)(=O)NC2(C(F)(F)F)C(=O)Nc3c2c(=O)[nH]c(=O)n3Cc2cccnc2)cc1 (stereo not given),0.3,0.2,1,4,-1,0.3,7,4,3
COc1cccc(N2CCN(Cc3cccnc3)CC2)c1,0.4,0.7,-2,-4,2,-0.6,7,12,-13
COc1cc2c(OC)cccc2cc1C(=O)O,0.8,-0.2,-2,-7,1,-1.1,9,31,-9
Cc1ccc(-n2ncc3c(=O)n(CC(=O)NCC4CCCO4)cnc32)cc1 (stereo not given),1.1,-1.3,0,-7,0,0.0,20,5,0
Clc1ccc2nc(CSc3nncn3-c3ccccc3)cn2c1,-0.8,-1.4,-2,1,1,-0.5,4,-8,0
COc1cc2c(cc1NC(=O)COC(=O)[C@@H](NC(=O)c1ccccc1F)C(C)C)oc1ccccc12,-0.1,0.8,0,-13,-1,6.4,10,6,3
CCOC(=O)c1c(C)[nH]c(C(=O)CN2C(=O)NC(C)(c3ccc(C)cc3)C2=O)c1C (stereo not given),x,x,-4,x,2,x,8,-24,x
COC(=O)C1=C(C)N(c2cccc(OC)c2)C(=O)/C1=C\c1ccco1,0.0,0.2,-2,-11,0,1.4,4,21,14
Cc1ccsc1/C=C/C1=Cc2c(sc(NC(=O)CSc3n[nH]c(N)n3)c2C#N)C(C)(C)C1,-0.2,-23,-9,-12,-30,0.7,8,-2,34
CCCn1c(O)c(N=NC(=O)c2cccnc2)c2cc(Br)ccc21,-1.0,-4.2,1,-3,-7,1.5,16,9,-2
Cc1ccc(C(C(=O)NCc2ccco2)N(C(=O)CNC(=O)c2cccs2)c2ccc(C)cc2)cc1 (stereo not given),0.2,-2.8,-2,-1,0,0.1,5,29,0
O=c1[nH]c(N2CCN(c3ccccc3)CC2)nc2c1CCCC2,-0.5,-3.0,2,-6,2,-0.1,4,12,2
CCOC(=O)/C(C)=N/NC(=O)c1ccc([N+](=O)[O-])cc1,0.7,0.6,0,-2,-1,1.2,2,24,-6
COc1ccccc1NC(=O)N1CCCC1,-0.5,0.8,-1,-8,-2,0.5,5,-23,-18
COC(=O)c1sc(NC(=O)COc2ccc(C)cc2)nc1C,0.3,-0.1,0,3,-4,-0.2,10,13,-1

# Four entries picked at random from the list so far, as already listed:
SMILES,PERK inhibitor,TNF necrop inh,Runt-CBFb FRET,RBBP9 inh,Runt-SMMHC FRET,zVAD death inh,PGE2 EP2 inh,EP2 modulator,Hck Nef HTS
CCOC(=O)/C(C)=N/NC(=O)c1ccc([N+](=O)[O-])cc1,0.7,0.6,0,-2,-1,1.2,2,24,-6
CCOC(=O)c1c(C)[nH]c(C(=O)CN2C(=O)NC(C)(c3ccc(C)cc3)C2=O)c1C (stereo not given),x,x,-4,x,2,x,8,-24,x
O=C(O)C(NS(=O)(=O)c1ccc(F)cc1)c1ccccc1 (stereo not given),0.9,0.6,0,1,1,0.1,3,17,-2
O=C(CNC(=O)c1cccc(Br)c1)N/N=C/c1cn[nH]c1-c1ccccc1,1.2,2.6,1,-3,0,1.0,10,-67,4

# The list goes on:
SMILES,PERK inhibitor,TNF necrop inh,Runt-CBFb FRET,RBBP9 inh,Runt-SMMHC FRET,zVAD death inh,PGE2 EP2 inh,EP2 modulator,Hck Nef HTS
CCCn1c(SCC(=O)Nc2ccc3c(c2)OCO3)nc2c1c(=O)n(C)c(=O)n2C,-0.5,1.2,1,-5,1,8.1,11,11,-1
CC(C)NC(=S)N=Nc1c(O)[nH]c2ccc([N+](=O)[O-])cc12,0.5,-3.4,-1,-2,0,-1.1,7,-8,16
Cc1ccc(S(=O)(=O)NCCCN(C)C)cc1,3.2*,0.1,-1,-5,-3,0.3,13,16,-1
O=C(CN1CCN(C(c2ccccc2)c2ccccc2)CC1)N1N=CCC1c1ccccc1 (stereo not given),0.7,68*,-5,-4,2,0.2,11,5,3
COc1ccc(CCN(C)Cc2nc(Cc3ccc(OC)c(OC)c3)no2)cc1OC,0.8,1.6,-4,-8,-9,0.1,3,-16,-9
CCc1c(C)nc2ncnn2c1Nc1ccc(C)c(C)c1,0.2,-1.4,-2,-7,3,-0.7,9,3,-1
O=C(NC(C(=O)O)c1ccccc1)c1ccc(S(=O)(=O)N2CCOCC2)cc1 (stereo not given),0.8,1.7,0,8,0,-0.1,3,14,0
CCN(CC)S(=O)(=O)c1cccc(-c2nnc(SCC(=O)NC)n2N)c1,0.9,0.2,5,9,-4,3.8,11,32,22
COc1ccc(OCCn2c(C)c(/C=N/n3cnnc3)c3ccccc32)cc1,-0.1,-0.5,-3,-9,-4,-0.2,9,-17,4
O=C(NN=C1CCCCCC1)c1cn(-c2ccccc2)nc1-c1ccccc1,-0.6,1.0,0,-21,3,x,2,19,2
Cn1nccc1C(=O)Oc1cccc(/C=N/NC(=O)c2ccccc2O)c1,2.1,-1.4,-4,-2,-2,-0.1,5,-15,1
N#CC(c1cccc(Cl)c1)c1ncc(C(F)(F)F)cc1Cl (stereo not given),0.1,-4.0,-1,-2,-2,-0.4,6,45,-1
CS(=O)(=O)N(CCc1ccccc1)CC(=O)NCc1ccncc1,0.0,-1.4,1,-8,2,-0.2,5,-10,1
Cn1nc(-c2ccccc2)cc1NC(=O)CCCC(=O)O,0.8,0.0,-2,-9,0,-0.5,1,-13,7
CC(OC(=O)c1ccncc1)C(=O)NC1CCCC1 (stereo not given),0.9,0.2,x,-5,2,-0.1,4,14,-8
Cc1cccc(C)c1-n1nnnc1C1(Nc2ccccc2)CCCCC1,-2.1,-1.6,1,-17,-2,-0.3,x,-54,-22
CCOP(=O)(OCC)/C(C#N)=C/c1cc(OC)ccc1OC,0.5,-1.9,-14,-7,-43,0.5,10,-4,-65
COc1ccccc1-n1cnc2cc(C(=O)NCCCN3CCOCC3)ccc21,0.0,6.5,1,-1,-4,66,7,-10,-4

# An excerpt; the hit share may differ from the screen's.
